Autophagy HCS: autophagy modulation, high-content screen | calls only at 10 µM (by protocol) | AID 463193 | 0.98% of 190,000 active | MEF GFP-LC3 puncta imaging; test concentration mostly 10 µM;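 active = percentage of spot-positive cells more than 3 SD above its plate mean, without a fluorescence outlier flag or 80% toxicity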;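 note: spot-positive cell cutoff set from DMSO-treated cells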
MT stabilize HCS: stabilizes microtubules in HeLa cells. % tubulin-high responders, % at 10 µM. AID 2205. 0.83% of 200,000 active. HeLa tubulin immunostaining HCS, 24 h; share of cells brighter than vehicle mean+2SD;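 active = plate Z-score above 3 for both tubulin-high and condensed-nucleus cell shares, with cell loss under 80%, at 10 µM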;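 note: anti alpha tubulin signal scored within the nucleus-defined area of each cell; some results filed as inactive read as strong as hits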
Ins promoter up: MIN6 insulin promoter up-regulation. z-score at 5 µM. AID 1625. MIN6 insulin promoter-GFP reporter, high-content imaging; active compounds read high. 0.3% of 190,000 active;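 active = z-score above 3 at 5 µM with at least 500 cells counted in the well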
WT yeast gro inh: growth inhibition of WT yeast, mitochondrial fusion screen. mitochondrial fusion phenotypic screen, WT strain. inhibition, % at 10 µM. 2.1% of 190,000 active. AID 1362; in the data active = inhibition above about 58%; tested in S. cerevisiae
CSM14.1 death rescue: rescue of cells from ER stress-induced death, primary screen, 384-well, CSM14.1, thapsigargin, ATP luminescence (AID 1222); 190,000 tested, under 10 active; CSM14.1 thapsigargin-induced death rescue, ATP luminescence; higher % means a stronger effect; cellular ATP content (survival), % at 20 µM, or EC50 in µM where a hit was titrated;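 active = EC50 below 50 µM in the dose-response confirmation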;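 note: death triggered by thapsigargin at about 15 µM added after 2 h compound pretreatment; cell ATP read after overnight thapsigargin exposure of roughly 18 to 22 hours; normalized against plate controls of thapsigargin alone and 5% DMSO vehicle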
Dynein cargo inh: dynein cargo transport inhibition; 3617.4 mouse cells, GR-EGFP nuclear translocation imaging; test concentration mostly 20 µM; stimulated with dexamethasone, 1 µM; active compounds read low; z-score, hits read low; 0.47% of 220,000 active; AID 1381;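 active = plate z-score of nuclear minus cytoplasmic receptor signal below a set negative limit, without overly bright fluorescence or cell loss, cut at about -3.5 in these data, passing the limit was not always enough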;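 note: z-score of nuclear minus cytoplasmic ring GR-EGFP intensity difference per well; some compounds called inactive have numbers as strong as hits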
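Schedule: 48 h induction, then 1 h compound, then 30 min agonist, 37 °C. Buffer or medium: tetracycline-free induction medium containing charcoal-stripped FBS. Reagent: 1.0 µM final dexamethasone stimulus. Evaluation: nuclear versus cytoplasmic GR-EGFP signal, averaged per well. Signal: high-content fluorescence imaging after fixation.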
XIAP antagonists: XIAP antagonists, biochemical, IAP family, fluorescence polarization (AID 1018); XIAP BIR domain, fluorescence polarization peptide displacement; higher % means a stronger effect; 0.007% of 200,000 active; displacement, % at 20 µM, or IC50 in µM where a hit was titrated; in the data active = displacement above about 50%; note: a part of the inactive calls stands beside numbers as strong as those of hits
Lipid droplet: modulators of hepatic lipid droplet formation | AML12 mouse hepatocytes, oleate lipid droplets, BODIPY imaging | 0.4% of 240,000 active | inhibition, % at 6.5 µM;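 active = lipid droplet intensity inhibited by at least 50%, with more than 500 cells counted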
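Material: mouse AML12 hepatocyte cell line, fixed after treatment; Timing: compound with oleate, overnight; Technique: high-content imaging of BODIPY-stained droplets and DAPI nuclei; Probe or stimulus: oleate, 100 µM final; Dosing: compound at 6.5 µM only.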
b-catenin transl: alters nuclear translocation of beta-catenin in HeLa cells; 0.3% of 190,000 active; nuclear translocation activity, % at 5 µM; AID 1665; immunofluorescence imaging;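 active = nuclear translocation activity above 50% at 5 µM, with a well cell count of 50 or more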;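 note: per-cell ratio of nuclear to cytoplasmic median beta-catenin stain intensity; plate controls were DMSO negative control for no effect and GSK-3 inhibitor IX positive control for full effect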
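System: HeLa cells, endogenous beta-catenin; compound dosing: 5 µM primary single dose, 0.1% DMSO, 0.02–20 µM confirmation series; incubation: 24 h compound exposure at 37°C, 5% CO2; signal: beta-catenin immunofluorescence imaging with DAPI; evaluation: % activation, nuclear-to-cytoplasmic median beta-catenin signal ratio per cell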
WT yeast gro inh mutant strain: second read-out of WT yeast gro inh, no call of its own (marks repeat the call); inhibition, %; mitochondrial fusion phenotypic screen, mutant strain inhibition
Dynein cargo inh cytoplasmic EGFP: further read-out of Dynein cargo inh, marked with its call; z-score; measured here: cytoplasmic GR-EGFP intensity; active compounds read high
Dynein cargo inh nuclear GR-EGFP: also measured in Dynein cargo inh; calls as there; z-score; measured here: nuclear GR-EGFP intensity;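 lower value marks the stronger effect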
Dynein cargo inh cell count: also measured in Dynein cargo inh; calls as there; z-score; measured here: cell count per field
Ins promoter up cell count: second read-out of Ins promoter up, no call of its own (marks repeat the call); cell count; measured here: cytotoxicity, nuclei count;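 total cells summed across four imaged fields per well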
Lipid droplet cells 6.5 µM: also measured in Lipid droplet; calls as there; cell count; measured here: cell count, cytotoxicity flag;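 cells counted across two imaged fields per well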
b-catenin transl cell count 5 µM: further read-out of b-catenin transl, marked with its call; cell count; measured here: cell count, cytotoxicity flag
MT stabilize HCS Hoechst-high %: further read-out of MT stabilize HCS, marked with its call; % Hoechst-high responders; measured here: nuclear condensation Hoechst responders;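 share of cells brighter than vehicle mean plus two SD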
MT stabilize HCS cytotoxicity %: second read-out of MT stabilize HCS, no call of its own (marks repeat the call); toxicity, %; measured here: cytotoxicity by cell density;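 0% = mean cell density of plate MIN control wells and 100% = no cells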
Autophagy HCS cell loss 18 h: recorded beside Autophagy HCS, whose call it bears; toxicity, %; measured here: cell loss, nuclei count;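 cell loss after 18 h compound exposure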
* marks the source's active call; other numbers are inactive results; i = inactive; x = not tested or not shown.

SMILES	Autophagy HCS	Autophagy HCS cell loss 18 h	MT stabilize HCS	MT stabilize HCS Hoechst-high %	MT stabilize HCS cytotoxicity %	Ins promoter up	Ins promoter up cell count	WT yeast gro inh	WT yeast gro inh mutant strain	CSM14.1 death rescue	Dynein cargo inh	Dynein cargo inh cytoplasmic EGFP	Dynein cargo inh nuclear GR-EGFP	Dynein cargo inh cell count	XIAP antagonists	Lipid droplet	Lipid droplet cells 6.5 µM	b-catenin transl	b-catenin transl cell count 5 µM
CCOC(=O)C1=C(O)/C(=C/c2ccccn2)SC1=Nc1ccc(Cl)cc1	i	-5	2.8	0.8	14	-1.3	1569	21	13	-2.9%	-0.49	0.58	0.43	-0.048	-2.1%	14	674	-0.1	1093
CCOc1ccc(CN2CCCC(CNC(=O)c3ccc(F)cc3)C2)cc1CO (stereo not drawn)	i	-8	1.5	2.2	6.5	x	x	3	-2	-1.0%	-0.42	-0.19	-0.3	-0.48	-5.0%	-1	668	-0.5	1570
Cc1cc(OCC(=O)OCC(=O)Nc2cc(C(F)(F)F)ccc2N2CCOCC2)ccc1Cl	i	-51	1.6	1.6	6.5	1.9	1527	4	-5	-1.5%	-1	-0.26	-0.82	0.72	-14%	14	685	-1.5	1107
CCCc1nc(SCC(=O)N2CCC(C)CC2)c2c(=O)n(C)c(=O)n(C)c2n1	x	x	x	x	x	0.08	1129	x	x	x	-0.16	-0.27	0.52	0.44	x	8	677	-0.8	1275
O=[N+]([O-])c1cc(C(F)(F)F)ccc1NCCCCNS(=O)(=O)c1ccc2ccccc2c1	i	-36	1.5	1.4	5.8	x	x	x	x	-1.7%	0.29	-0.22	0.42	0.16	1.2%	x	x	x	x
Fc1ccccc1CNc1ccc(Cl)c(Cl)c1	i	-24	1.5	1.1	4.8	0.08	1395	-2	6	-2.4%	1.8	-0.23	1.4	-0.86	-3.7%	x	x	0.0	1439
O=C(N/N=C/C=C/c1ccc([N+](=O)[O-])cc1)C1COc2ccccc2O1 (stereo not drawn)	i	7	4.8	3.3	5.1	-0.09	1359	2	7	-1.5%	-0.22	-0.055	0.23	-0.58	-4.2%	-24	640	-0.3	1186
Cc1nc2scc(-c3cccs3)c2c(=O)n1-n1cccc1	i	-1	9.5	3.0	8.8	1.2	1289	36	25	x	-1.2	-0.15	-0.5	0.48	-5.4%	-8	668	0.3	974
CCN1CCN(C(CC(C)C)c2nnnn2CS(=O)(=O)c2ccc(C)cc2)CC1 (stereo not drawn)	i	3	2.0	0.8	1.8	0.24	1548	1	-7	0.6%	0.12	-0.047	0.53	0.49	-1.0%	-1	762	4.6	833
COc1cccc2cc(-c3nnc(-c4ccccc4)o3)c(=O)oc12	i	-9	2.1	2.2	5.6	-0.23	1309	10	26	-1.6%	0.017	-0.19	-0.12	-0.49	-3.2%	-4	716	0.7	1504
COc1cc(C)nc(OCCNC(=O)COc2ccc(Cl)cc2Cl)n1	i	30	1.4	1.5	8.0	-0.17	818	-1	11	-3.6%	-1.1	-0.14	-0.61	1.1	-18%	-4	764	-6.7	1178
COC(=O)c1oc2ccc(Br)cc2c1NC(=O)c1ccccc1	i	-1	2.1	2.7	2.9	0.01	945	9	2	-2.4%	0.23	-0.21	0.1	-0.29	-4.0%	-10	738	-1.3	1091

Quoted from the listing:
Dynein cargo inh nuclear GR-EGFP with Fc1ccccc1CNc1ccc(Cl)c(Cl)c1 stands at 1.4
Dynein cargo inh with Cc1cc(OCC(=O)OCC(=O)Nc2cc(C(F)(F)F)ccc2N2CCOCC2)ccc1Cl stands at -1

The listing continues:
SMILES	Autophagy HCS	Autophagy HCS cell loss 18 h	MT stabilize HCS	MT stabilize HCS Hoechst-high %	MT stabilize HCS cytotoxicity %	Ins promoter up	Ins promoter up cell count	WT yeast gro inh	WT yeast gro inh mutant strain	CSM14.1 death rescue	Dynein cargo inh	Dynein cargo inh cytoplasmic EGFP	Dynein cargo inh nuclear GR-EGFP	Dynein cargo inh cell count	XIAP antagonists	Lipid droplet	Lipid droplet cells 6.5 µM	b-catenin transl	b-catenin transl cell count 5 µM
Cc1ccc(CSc2nc3c(c(SCC(=O)O)n2)CCCC3)cc1	i	-3	1.1	1.4	0.8	x	x	-30	-11	-1.4%	0.074	-0.23	-0.48	0.65	-1.4%	x	x	x	x
Cc1ccc(NC(=O)CO/N=C/c2ccc(N(C)C)cc2)cc1	i	9	4.1	3.5	12	0.51	1383	11	16	2.2%	-1.1	2	0.21	-0.19	-4.5%	6	635	-0.9	951
CCC(=O)Nc1nc2ccc(S(C)(=O)=O)cc2s1	i	24	3.8	1.8	4.6	0.14	1119	-1	13	-0.6%	0.42	-0.26	-0.12	0.22	-6.5%	2	741	-2.8	1197
Cc1ccc(OCCC(=O)O)cc1	x	x	x	x	x	0.33	1467	x	x	x	0.17	0.035	0.031	0.45	x	1	677	-1.8	1203
Cc1onc(-c2c(F)cccc2Cl)c1C(=O)NC1=NCCS1	i	27	2.3	2.0	5.4	-1	1081	4	31	0.0%	-0.34	-0.23	0.43	0.34	-1.7%	14	772	2.3	1119
O=C(CN(C1CCCCC1)S(=O)(=O)c1ccc(Br)cc1)NCc1ccncc1	i	8	4.4	1.9	12	-0.4	1533	2	-5	1.2%	2.3	0.18	2.2	-2.1	-1.5%	-16	726	1.6	1519
COc1ccc(C(=O)c2cn[nH]c2-c2cc(Cl)ccc2O)cc1	i	-14	4.0	3.5	8.8	0.16	1367	4	0	1.2%	1.3	-0.2	0.81	-0.39	-1.3%	x	x	0.3	1122
COc1ccc(NS(=O)(=O)c2ccc(NC(=O)c3ccc(Br)cc3)cc2)nn1	i	-1	4.0	1.3	3.9	-0.07	1449	-4	11	-0.5%	-0.8	-0.34	-0.35	0.2	-7.8%	4	719	-0.6	1508
Cc1ccc(S(=O)(=O)N(C)C)cc1NC(=O)C(C)Sc1ccccc1 (stereo not drawn)	i	15	2.1	1.7	5.5	0.49	1646	7	23	0.3%	-0.59	-0.2	-0.61	0.53	-18%	-10	679	1.2	991
NS(=O)(=O)c1ccc(NC(=O)COC(=O)c2cc(Cl)ccc2[N+](=O)[O-])cc1	x	x	x	x	x	-0.08	1009	x	x	x	-0.26	-0.74	-0.3	-0.5	x	9	629	0.2	1386
O=C(CN1CCOCC1)Nc1ccc(OCc2ccccc2)cc1	i	2	4.6	2.2	11	-0.13	1268	14	18	1.0%	-1.1	-0.041	-0.61	1.3	-6.3%	x	x	3.9	1140
N#CCC(=O)Nc1cc(C(F)(F)F)ccc1N1CCOCC1	i	17	3.2	1.6	10	-0.24	1584	0	8	1.0%	-0.062	-0.28	0.1	0.17	-3.8%	1	639	-3.8	1096
CCCNC(=O)c1ccc(C2SCC(=O)N2Cc2ccccc2)cc1 (stereo not drawn)	i	8	2.2	3.4	6.3	-0.02	1185	-7	-12	-0.2%	-0.24	-0.24	-0.034	0.29	2.8%	2	638	-0.8	470
COc1ccccc1C1CC(c2ccccc2)=NN1C(=S)Nc1ccccc1 (stereo not drawn)	i	7	5.2	1.8	8.9	-1.5	1075	14	27	-1.0%	-1.1	-0.35	-0.045	0.72	-7.2%	-48	622	0.9	938
CC(C)CNC(=S)N1CCN(C(c2ccccc2)c2ccccc2)CC1	i	-3	3.4	3.6	4.5	-0.26	1396	70*	20*	4.4%	0.07	-0.18	-0.11	0.13	3.5%	-3	616	-2.4	486
CN(Cc1ccccc1)C(=O)CSc1nnc(-c2ccco2)n1-c1ccccc1	i	19	1.2	0.9	5.3	-1	1175	0	7	2.9%	-0.44	-0.18	-0.093	0.24	-2.0%	x	x	-3.7	835
NC(=O)c1c(NC(=O)C2CCCO2)sc2c1CCCCC2 (stereo not drawn)	i	1	1.7	3.3	12	0.24	1383	-5	-27	-0.1%	1.4	-0.14	0.98	-1.8	-5.5%	0	650	-0.5	919
O=C(Nc1cc(SCC(O)CO)cc([N+](=O)[O-])c1)c1ccc(-n2cnnn2)cc1 (stereo not drawn)	i	-8	3.3	3.8	6.8	-0.26	1431	13	22	1.8%	-0.53	-0.34	-0.28	-0.2	1.1%	-3	702	-0.6	1412
CN(c1ccccc1)P(=O)(N(C)c1ccccc1)N(C)c1ccccc1	i	8	2.4	2.4	6.3	-1.2	1251	9	-8	x	1.4	-0.2	0.56	-1.5	-6.9%	5	681	-0.6	1056
COCCCNC(=O)COc1ccc(Br)cc1Cl	i	-1	4.0	4.0	8.5	0.16	1471	-7	-3	-0.6%	-0.51	0.13	-0.64	0.33	-3.7%	0	671	x	x
O=C(O)CCCCC1CCSS1 (stereo not drawn)	i	2	4.3	2.4	7.4	0.15	1307	-5	-24	4.1%	0.31	-0.23	0.47	-1	-62%	20	671	1.8	1045
Cc1ccc(-c2noc(CCC(=O)NCCN3CCc4ccccc4C3)n2)cc1	i	28	5.2	2.0	3.9	0.21	1161	-5	-8	-1.2%	0.61	-0.25	0.27	1.1	-0.2%	x	x	-6.2	1021
C/C(=N/NS(=O)(=O)c1ccccc1)c1ccc(NC(=O)C(F)(F)F)cc1	i	7	2.7	2.8	3.2	0.9	2375	-1	-13	19%	-0.043	-0.24	-0.3	0.2	-3.6%	-11	627	-0.3	984
Fc1ccc(-c2nc3c(-c4ccc(Cl)cc4)cnn3cc2CCN2CCOCC2)cc1	i	13	3.9	2.2	3.0	0	1421	13	6	0.6%	-1.2	-0.022	-0.68	0.89	-4.3%	-8	689	-1.1	932

Rows are unselected. About 4% of those tested had a hit in this group.
